UHRF1 binding = human UHRF1 methylated DNA binding inhibitors; Q96T88; UHRF1 binding to methylated oligo, TR-FRET; inhibition, % at 4.4 µM; actives 0.75% (n = 370,000); AID 687016; in the data active = inhibition above about 21%;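 note: UHRF1 SRA domain binding a hemimethylated CpG hairpin DNA probe; 0% = median of test compound wells and 100% = reference inhibitor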
MBD2 DNA inh = inhibitors of human MBD2 binding to methylated oligonucleotide; Q9UBB5; TR-FRET; inhibition, % at 4.4 µM; actives 0.31% (n = 370,000); AID 686964; in the data active = inhibition above about 13%
Target sequence (Q9UBB5 whole entry, looked up): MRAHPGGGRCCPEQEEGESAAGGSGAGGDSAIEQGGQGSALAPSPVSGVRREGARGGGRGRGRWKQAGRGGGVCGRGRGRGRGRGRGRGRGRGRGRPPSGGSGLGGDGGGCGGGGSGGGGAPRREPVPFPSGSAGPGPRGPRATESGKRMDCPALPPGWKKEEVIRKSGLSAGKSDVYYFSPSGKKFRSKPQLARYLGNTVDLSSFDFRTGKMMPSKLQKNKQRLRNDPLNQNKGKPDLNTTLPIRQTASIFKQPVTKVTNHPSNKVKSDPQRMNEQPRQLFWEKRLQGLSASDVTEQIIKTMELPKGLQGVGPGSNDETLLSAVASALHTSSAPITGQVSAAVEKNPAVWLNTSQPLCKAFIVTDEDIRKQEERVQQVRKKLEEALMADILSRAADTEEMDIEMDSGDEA
PRMT1 inh = inhibitors of human PRMT1. recombinant PRMT1, activity-based probe fluorescence polarization. inhibition, % at 2.79 µM. Q99873. actives 1.3% (n = 370,000);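 active = inhibition above about 21% made by adding two undisclosed values, limit read from the data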
Target sequence (Q99873 whole entry, looked up): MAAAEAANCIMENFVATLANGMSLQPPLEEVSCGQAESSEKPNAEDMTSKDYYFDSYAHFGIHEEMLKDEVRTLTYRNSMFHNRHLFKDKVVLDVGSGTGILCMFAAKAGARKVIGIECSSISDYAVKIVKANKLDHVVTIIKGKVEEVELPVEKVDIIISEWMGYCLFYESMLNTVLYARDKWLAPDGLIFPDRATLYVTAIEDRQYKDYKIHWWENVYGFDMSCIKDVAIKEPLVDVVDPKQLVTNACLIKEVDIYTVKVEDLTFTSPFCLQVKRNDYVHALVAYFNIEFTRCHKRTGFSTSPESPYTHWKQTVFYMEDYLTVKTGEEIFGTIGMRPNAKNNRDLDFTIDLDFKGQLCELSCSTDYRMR
DDE Tn6 FP inh = DD(E)-Tn6 binding inhibition, primary FP screen; Fibrin DD(E) TRITC-Tn6 fluorescence polarization displacement; AID 720509; inhibition, % at 8.3 µM; actives 0.21% (n = 370,000);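 active = inhibition above a per-campaign cutoff: mean of compounds within control limits plus 3 SD, cut at about 15% in these data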;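 note: 0% = median of all compound wells on the plate and 100% = blocking peptide control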
DDE Tn7 FP inh = inhibitors of Tn7 peptide binding to human fibrin DD(E). P02675. FP displacement of FITC-Tn7 peptide from fibrin DD(E); 0% = median of compound wells per plate. inhibition, % at 8.3 µM. actives 0.13% (n = 370,000);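 active = inhibition above the mean of compounds falling within the control limits plus 3 SD of them, cut at about 14% in these data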;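 note: 0% = plate median of compound wells and 100% = 10 µM Aha-Tn7 peptide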
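Assay system: Human fibrin DD(E) protein | Medium: Tris buffer with calcium and detergent, pH 7.8 | Reagent: 0.1 µM fluorescent Tn7 | Compound dosing: Single point at 8.3 µM | Times: 10 min preincubation, 3 h with tracer, room temperature | Detection: Fluorescence polarization of the labelled Tn7 tracer | Controls: Aha-Tn7 high control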
SIAE inh = blocks human sialic acid acetylesterase | inhibition, % at 9.66 µM | Q9HAT2 | SIAE FP-Rh probe binding, fluorescence polarization | actives 0.69% (n = 370,000);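 active = inhibition above a cutoff: mean of compounds within the control limits plus 3 SD of those, cut at about 17% in these data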;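 note: 0% = plate median of compound wells and 100% = probe without SIAE protein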
KLK7 zymogen act = proKLK7 (human) activation, primary screen; AID 652039; actives 0.9% (n = 370,000); purified proKLK7, EDANS-DABCYL substrate fluorescence; 100% is mature enzyme control, 0% vehicle; activation, % at 7 µM; P49862;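 active = activation above the mean of all tested compounds plus 3 SD, computed per campaign excluding outliers beyond control limits, cut at about 13% in these data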
Target sequence (P49862 whole entry, looked up): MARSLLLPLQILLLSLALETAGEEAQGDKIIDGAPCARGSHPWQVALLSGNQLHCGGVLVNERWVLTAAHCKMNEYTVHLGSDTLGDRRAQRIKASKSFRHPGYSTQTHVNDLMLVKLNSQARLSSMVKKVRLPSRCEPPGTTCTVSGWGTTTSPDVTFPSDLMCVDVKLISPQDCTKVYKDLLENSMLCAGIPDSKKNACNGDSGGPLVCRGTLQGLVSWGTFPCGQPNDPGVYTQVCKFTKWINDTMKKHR
TCR-CD3 inh = blocks the human TCR-CD3 interaction | inhibition, % at 9.4 µM | actives 0.37% (n = 360,000) | TAMRA-labeled TCR probe fluorescence, biochemical; in the data active = inhibition above about 19%;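 note: recombinant mutant TCR 2C K166C tagged with TAMRA read by polarization; 0% = receptor in buffer alone and 100% = receptor with positive control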
TDP2 absorb = blocks human TDP2 phosphodiesterase activity. recombinant TDP2, T5PNP hydrolysis, p-nitrophenol absorbance 415 nm. actives 0.34% (n = 370,000). inhibition, % at 12.8 µM. O95551;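 active = inhibition above the mean of all tested compounds plus 3 SD, set per campaign, cut at about 25% in these data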;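 note: 0% = DMSO with enzyme and 100% = buffer with substrate but no TDP2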
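Test system: human TDP2 enzyme; Input: 120 nM TDP2 per well; Buffer or medium: Mg2+-containing Tris-HCl buffer, pH 7.5; Reagent: 5 mM T5PNP; Dosing: 12.8 µM single point, 1% DMSO; Incubation: reaction 2 h, 37 °C; Detection: p-Nitrophenol epi absorbance; Read-out: % inhibition relative to enzyme-containing and enzyme-free wells; Replicates: single well per compound.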
LEDGF integ inh = blocks HIV-1 LEDGF/p75-dependent DNA integration. TR-FRET IN-LEDGF/p75 DNA integration, Eu/Cy5. inhibition, % at 3.7 µM. actives 0.64% (n = 370,000). AID 743269;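 active = inhibition above the screen-wide mean plus 3 SD, cut at about 13% in these data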;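 note: signal is the Cy5 over europium emission ratio at 671 and 618 nm; 0% = plate median of compound wells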
* = called active by the depositor. No enrichment for hits; about 4.6% have a hit in one of these screens.

#	molecule	UHRF1 binding	MBD2 DNA inh	PRMT1 inh	DDE Tn6 FP inh	DDE Tn7 FP inh	SIAE inh	KLK7 zymogen act	TCR-CD3 inh	TDP2 absorb	LEDGF integ inh
1	O=C(c1cnccn1)N1CCN(c2ccccc2)CC1	3	-4	3	-2	3	-1	-0.5	-6	11	0
2	O=C(O)c1occc1CSc1ccccc1	-2	2	-1	-3	-3	-9	-0.7	-6	9	-1
3	O=C1Nc2ccc(S(=O)(=O)NCc3ccco3)c3cccc1c23	-2	-10	4	1	-7	-3	28*	6	-5	4
4	O=C(OCc1nnc(-c2ccccc2)o1)C12CC3CC(CC(Br)(C3)C1)C2	-4	4	-3	-9	-3	-3	0.0	-2	-2	0
5	O=C(NNC(=O)c1cc([N+](=O)[O-])ccc1Cl)c1cccs1	4	-1	-3	3	-7	5	-0.5	-8	-16	0
6	COc1cccc(CNC(=O)CCNC(=O)c2ccc(Br)o2)c1	-2	-3	1	5	1	-2	0.4	4	6	1
7	Cc1ccn2c(C=O)c(-c3ccc(F)cc3)c(C=O)c2c1	2	2	4	-4	-1	-8	0.8	-4	-4	-6
8	NC(=O)c1sc2nc3c(c(-c4ccco4)c2c1N)CCCC3	2	-2	12	-1	4	1	-0.3	-8	-13	-3
9	O=C(NCC1CCCCC1)c1cc([N+](=O)[O-])ccc1Cl	3	2	-1	-4	-6	-5	0.2	-5	3	2
10	O=[N+]([O-])c1cccc(COc2cccc(CN3CCOCC3)c2)c1	8	0	2	1	-3	5	0.4	1	3	-5
11	Cc1cc(-c2nc(C)c(C(=O)NNS(=O)(=O)c3cccc(C(F)(F)F)c3)s2)no1	2	-5	-7	-7	-8	-18	0.0	-6	-13	6
12	OCCNCCCCSc1ccc(Cl)cc1	10	1	-1	2	1	-7	0.5	3	10	-2

Other structures follow:
#	molecule	UHRF1 binding	MBD2 DNA inh	PRMT1 inh	DDE Tn6 FP inh	DDE Tn7 FP inh	SIAE inh	KLK7 zymogen act	TCR-CD3 inh	TDP2 absorb	LEDGF integ inh
13	CC(=O)NC1=NN(C(C)=O)C(C)(c2ccc(C)o2)S1 (stereo not given)	0	0	-1	2	6	3	-0.4	-8	5	-2
14	O=C(NNC1=C(C(=O)C(F)(F)F)CCC1)c1cccc(Cl)c1	0	-5	-2	-10	0	8	-0.1	3	-3	-2
15	CCC(=O)N1c2ccc(S(=O)(=O)CCC(=O)NC3CCCC3)cc2CC1C (stereo not given)	-1	-3	0	1	5	5	0.4	-1	8	1
16	CCCn1c(N)c(N2CCCCC2)c(=O)n(CC(=O)Nc2cccc(S(=O)(=O)N(C)C)c2)c1=O	-4	-3	-2	6	7	0	-0.3	-1	-8	0
17	CCOc1ccccc1NC(=O)CCS(=O)(=O)c1cccs1	-1	2	-1	5	-4	2	0.3	1	4	-2
18	CS(=O)(=O)N(Cc1ccc(Cl)cc1)c1ccc(C(=O)NCc2ccccn2)cc1	-1	2	-3	-4	-5	-1	-0.9	3	-4	2
19	COc1ccc(N2CCN(C(=O)COC(=O)CCOc3ccc(C)cc3)CC2)cc1	-4	0	-3	-7	-3	4	-0.1	3	1	5
20	COc1cccc(-c2csc(N3CCN(C(=S)Nc4ccccc4)CC3)n2)c1	0	-1	0	-1	-3	3	0.2	6	-2	2
21	O=[N+]([O-])c1ccccc1Oc1ccc(S(=O)(=O)N2CCOCC2)cc1	4	1	-4	-5	6	17	-0.2	2	15	-5
22	COc1ccc2oc(C(=O)NCc3ccccc3CN3CCCC3)c(C)c2c1	1	-1	0	-6	-7	1	-0.7	3	-2	1
23	CCOc1ccc(C(=O)OCC(=O)N2CCCC2)cc1OCC	-2	0	1	0	-2	-9	-0.6	6	-9	6
24	CCCCN(C)CCNC(=O)c1cc2c(-c3ccccc3F)nn(C)c2s1	1	2	2	-2	2	-1	6.0	-6	1	-2

Whole records from above. Order of values: UHRF1 binding	MBD2 DNA inh	PRMT1 inh	DDE Tn6 FP inh	DDE Tn7 FP inh	SIAE inh	KLK7 zymogen act	TCR-CD3 inh	TDP2 absorb	LEDGF integ inh
CCCCN(C)CCNC(=O)c1cc2c(-c3ccccc3F)nn(C)c2s1 is listed with 1	2	2	-2	2	-1	6.0	-6	1	-2
COc1ccc2oc(C(=O)NCc3ccccc3CN3CCCC3)c(C)c2c1 is listed with 1	-1	0	-6	-7	1	-0.7	3	-2	1
O=C(NNC1=C(C(=O)C(F)(F)F)CCC1)c1cccc(Cl)c1 is listed with 0	-5	-2	-10	0	8	-0.1	3	-3	-2
CCOc1ccc(C(=O)OCC(=O)N2CCCC2)cc1OCC is listed with -2	0	1	0	-2	-9	-0.6	6	-9	6

Continuation.
#	molecule	UHRF1 binding	MBD2 DNA inh	PRMT1 inh	DDE Tn6 FP inh	DDE Tn7 FP inh	SIAE inh	KLK7 zymogen act	TCR-CD3 inh	TDP2 absorb	LEDGF integ inh
25	Cc1ccc(S(=O)(=O)N(C)CC(=O)O/N=C(\N)c2cccnc2)cc1	-2	-5	-4	-2	4	4	-0.1	7	0	2
26	O=C(Nc1nc(-c2ccccn2)cs1)C12CC3CC(CC(O)(C3)C1)C2	-1	-3	2	-1	-4	-1	1.2	-3	4	4
27	C/C(=N\NC(=O)CSc1nc(C)[nH]c1[N+](=O)[O-])c1ccc(F)cc1	1	-8	-2	3	-3	4	0.5	4	14	3
28	Cc1nc(SCc2ccccc2)c2ccsc2n1	1	3	2	5	4	-1	0.2	-2	1	-3
29	CCOc1ccc(NC(=O)CCNC(=O)Cn2cnc3ccccc3c2=O)cc1	4	3	10	-8	3	-1	-0.9	-5	-17	-7
30	Cc1cc(-c2ccc(/C=N/n3cnnc3)o2)c([N+](=O)[O-])cc1C	-1	-1	-2	4	1	-6	0.1	-1	-3	-5
31	O=C(NNC(=O)C1C2CCC(C2)C1C(=O)O)c1ccc(Cl)cc1 (stereo not given)	-2	5	1	4	6	-3	0.0	6	1	-1
32	C=CCNc1nc(Nc2ccc(-c3nc4ccccc4o3)cc2)nc(N2CCOCC2)n1	0	2	2	-10	-3	-27	-52	-5	9	0
33	O=C(COC(=O)COc1cccc(C(F)(F)F)c1)NC1CCS(=O)(=O)C1 (stereo not given)	0	-2	0	4	0	0	-0.3	7	0	-2
34	CCOc1ccc(OCC)c(NC(=O)CN2CCN(c3ccc(C)cc3C)CC2)c1	1	0	1	-2	-4	8	-0.2	-8	8	2
35	CC(C)(C)NC(=O)CN(Cc1ccc2c(c1)OCO2)C(=O)CNS(=O)(=O)c1ccccc1	0	3	3	-3	2	-3	0.4	-6	0	-4
36	CC(=O)c1cccc(NC(=O)c2cccc3c(-c4cccc(C(N)=O)c4)coc23)c1	-3	-1	-2	6	-5	-11	-1.3	5	-4	-2

Continued:
#	molecule	UHRF1 binding	MBD2 DNA inh	PRMT1 inh	DDE Tn6 FP inh	DDE Tn7 FP inh	SIAE inh	KLK7 zymogen act	TCR-CD3 inh	TDP2 absorb	LEDGF integ inh
37	COc1ccc(CN2CCC(C(=O)Nc3ccc(Oc4ccccc4)nc3)CC2)cc1F	2	-9	-4	2	7	3	-0.1	3	12	0
38	O=C(OCC(=O)c1ccc[nH]1)c1ccc(S(=O)(=O)N2CCCCCC2)cc1	2	0	1	-5	9	-3	0.3	7	3	-1
39	CN(C)CCCN(C(=O)c1ccc(S(=O)(=O)N2CCCCCC2)cc1)c1nc2ccc(F)cc2s1	-1	0	-2	7	0	6	0.0	7	-12	-1
40	Cn1c(SCC(=O)N/N=C/c2cccs2)nc2ccccc21	-8	-1	-3	-7	-4	0	1.5	0	0	-2
41	NC(=O)c1ncn([C@@H]2O[C@H](CNCc3cccn3-c3ccncc3)[C@@H](O)[C@H]2O)n1	-1	-2	-4	-2	-1	3	0.3	6	-2	1
42	COc1cccc(/C=C/C(=O)N2CCN(S(=O)(=O)c3ccccc3)CC2)c1OC	-1	0	-2	-5	2	8	0.0	1	4	-5
43	Cc1nn(-c2ccccc2)c(Cl)c1C(=O)N(C)CC(=O)Nc1cccc(F)c1	3	-1	0	2	6	-5	-0.3	-4	0	-3
44	CC(C)c1cc(C(=O)N/N=C/C(Br)=C/c2ccccc2)n[nH]1	-2	-1	2	1	-2	-11	0.2	0	-4	0
45	Cc1nn(-c2ccccc2)c(Cl)c1C(=O)NCCCCNC(=O)c1c(C)nn(-c2ccccc2)c1Cl	3	-6	-4	1	-4	-6	0.2	0	-11	-10
46	CC(=O)Nc1ccc(S(=O)(=O)NCc2nc(-c3cccc(C)c3)no2)cc1	0	0	-1	6	-1	-2	-0.9	-3	-5	5
47	Cc1ccc(C(=O)N2CCC[C@@H]2C(=O)N2CCC[C@@H]2C(=O)NCc2ccccc2)cc1C	1	2	-2	7	1	-3	-0.2	5	8	-1
48	CCOC(=O)C1=C(CSc2nc(CC)c(C)cc2C#N)OC(N)=C(C#N)C1c1ccc(OC)cc1 (stereo not given)	-4	0	21*	-3	-6	0	5.3	-11	8	4

Quoted from the entries so far (2 entries):
#	molecule	UHRF1 binding	MBD2 DNA inh	PRMT1 inh	DDE Tn6 FP inh	DDE Tn7 FP inh	SIAE inh	KLK7 zymogen act	TCR-CD3 inh	TDP2 absorb	LEDGF integ inh
12	OCCNCCCCSc1ccc(Cl)cc1	10	1	-1	2	1	-7	0.5	3	10	-2
13	CC(=O)NC1=NN(C(C)=O)C(C)(c2ccc(C)o2)S1 (stereo not given)	0	0	-1	2	6	3	-0.4	-8	5	-2

The list continues:
#	molecule	UHRF1 binding	MBD2 DNA inh	PRMT1 inh	DDE Tn6 FP inh	DDE Tn7 FP inh	SIAE inh	KLK7 zymogen act	TCR-CD3 inh	TDP2 absorb	LEDGF integ inh
49	CCN(Cc1ccccc1)C(=O)C1CCN(Cc2ccc(SC)cc2)CC1	-2	0	0	4	3	1	-0.6	-4	6	2
50	O=C(NCc1nnc(SCc2ccccc2)n1-c1ccccc1)C12CC3CC(CC(C3)C1)C2	2	11	6	-2	0	1	0.7	-4	-8	-9
51	CCOC(=O)N1CCN(CC(=O)Nc2c(C(=O)OC)[nH]c3ccc(Cl)cc23)CC1	-1	0	-1	4	10	2	0.4	6	3	-7
52	COc1cc(C)ccc1OCC(=O)Nc1nnc(C2CC2)s1	4	1	7	-8	-1	2	0.2	-5	-6	-1
53	O=c1[nH]c2c(c(=O)n1-c1ccccc1)CCO2	2	2	3	-2	6	2	-0.4	-8	-7	-2
54	CS(=O)(=O)NCC(c1ccco1)N1CCN(c2ccc(F)cc2)CC1 (stereo not given)	0	0	0	2	2	8	-0.1	8	5	-2
55	Cc1ccc(NC(=O)CSC2=C(C#N)C(c3ccc4c(c3)OCO4)C3=C(CCCC3=O)N2)c(C)c1 (stereo not given)	-4	2	3	2	4	11	-0.4	3	7	0
56	CCCNC(=O)NC(=O)CSc1ncc(C(F)(F)F)cc1Cl	2	-2	3	5	-2	-1	0.1	19	-7	-2
57	CC(=O)c1c(C)[nH]c(C(=O)CN2C(=O)NC(C)(c3ccc(C)cc3)C2=O)c1C (stereo not given)	1	-1	7	-4	0	-7	0.7	-3	2	-6
